Screening data as filed in PubChem BioAssay.
PERK inh: block of dimerizer-induced PERK translation repression, primary screen, PERK inhibitor project, CHO PERK-DD cells, SEAP luminescence, HTS; actives 0.17% (n = 220,000); inhibition, % at 5.6 µM; Eukaryotic translation initiation factor 2-alpha kinase 3 (Homo sapiens), Q9NZJ5; CHO PERK-DD fusion, SEAP luminescence translation reporter;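 active = inhibition above the mean inhibition of all tested compounds plus 3 SD, set separately per screening campaign, cut at about 2.9% in these data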;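 note: PERK kinase domain activated by AP20187 dimerizer at 100 nM; 0% = DMSO with dimerizer and 100% = rapamycin at 8.4 µM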
EBV gp42 block: Epstein-Barr virus gp42 inhibitors, primary screen, biochemical, uHTS, fluorescence polarization | Fluorescence polarization binding assay, mP read-out | inhibition, % (tested at 21.74 µM) | actives 0.42% (n = 220,000) | AID 1085, 2008; in the data active = inhibition above about 50%
Target sequence (Q1HVG2 whole entry, looked up): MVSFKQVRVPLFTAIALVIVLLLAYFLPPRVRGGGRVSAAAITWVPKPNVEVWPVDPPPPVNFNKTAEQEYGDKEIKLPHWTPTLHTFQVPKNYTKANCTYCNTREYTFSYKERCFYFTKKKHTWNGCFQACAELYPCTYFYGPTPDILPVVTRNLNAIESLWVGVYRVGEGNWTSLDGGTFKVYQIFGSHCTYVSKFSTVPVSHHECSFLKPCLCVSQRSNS
Calpain2 inh: inhibitors of pig calpain II, primary screen, biochemical, fluorogenic peptide substrate, 1536-well; inhibition, % at 16 µM; actives 0.37% (n = 220,000); purified calpain II, 30 min;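 active = inhibition above about 50%, limit read from the data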
TNF death inh: inhibitors of TNF-alpha triggered necroptosis, primary screen, cell-based, Jurkat FADD-/-, single concentration; Jurkat FADD-/- TNF necroptosis rescue, ATP luminescence, 24 h; 0 = TNF only, 100 = no-TNF cells; activation (protection from cell death), % at 10 µM; actives 0.068% (n = 220,000);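 active = activation, meaning protection from cell death, of at least 50% relative to plate controls; inactive = activation below 50%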;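 note: necroptosis triggered by 40 ng/mL TNF-alpha added together with compound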
MDM2 E3 inh: MDM2-luciferase reporter signal enhancers, primary screen, MDM2 E3 ligase inhibitor project, cell-based, luminescence, 1536-well; cell-based MDM2 ubiquitination luciferase reporter, 2 h; 0 = plate control, 100 = twice control, blank-subtracted; actives 0.11% (n = 210,000); signal enhancement, % at 5 µM; E3 ubiquitin-protein ligase Mdm2 (Homo sapiens), Q00987; AID 1230, 2008;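 active = signal enhancement of 30% or more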;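 note: luminescence tracks abundance of the self-degrading MDM2-luciferase fusion protein; higher signal means inhibition of MDM2 E3 ligase activity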
Target sequence (Q00987 whole entry, looked up, the tested form may be a part): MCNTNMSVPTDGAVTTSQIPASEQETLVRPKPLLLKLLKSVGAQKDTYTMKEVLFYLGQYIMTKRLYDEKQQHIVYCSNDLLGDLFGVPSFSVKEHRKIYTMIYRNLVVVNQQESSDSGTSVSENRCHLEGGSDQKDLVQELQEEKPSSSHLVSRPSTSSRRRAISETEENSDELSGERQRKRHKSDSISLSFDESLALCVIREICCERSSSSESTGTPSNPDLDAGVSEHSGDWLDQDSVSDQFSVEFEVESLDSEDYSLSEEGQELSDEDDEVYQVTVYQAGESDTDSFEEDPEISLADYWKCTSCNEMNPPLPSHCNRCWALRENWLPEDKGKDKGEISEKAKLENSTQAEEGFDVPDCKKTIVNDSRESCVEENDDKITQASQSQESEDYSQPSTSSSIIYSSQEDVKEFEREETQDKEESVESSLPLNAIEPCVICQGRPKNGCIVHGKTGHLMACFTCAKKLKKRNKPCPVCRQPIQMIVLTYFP
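Buffer or medium: Cells held in DMEM | Assay system: Stable mammalian line carrying autodegrading MDM2–luciferase fusion reporter | Quantity: 2000 cells/well | Times: 4 h settle plus 2 h compound, 37 °C | Doses: One concentration, 5 µM, with 0.2% DMSO | Technique: Luminescence with SteadyLite reagent, 15 min at room temperature | Benchmarks: Plate controls and plate blanks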
KCC2 mod: KCC2 cotransporter modulators, thallium flux, primary screen, cell-based, HEK293 KCC2, FluoZin-2 fluorescence, MLSMR; Solute carrier family 12 member 5 (Homo sapiens), Q9H2X9; KCC2 cells, thallium flux FluoZin-2 fluorescence; B-score of Tl+ flux slope (higher = more flux/activation; lower = inhibition) at 10 µM; actives 2.2% (n = 190,000); AID 1456, 2008;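 active = thallium flux slope and its plate-corrected score both differing from the plate sample mean at a set confidence after two filtering rounds, in either direction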;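 note: slope of fluorescence scaled to starting intensity during 10 to 20 s after thallium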
Rad51 HR inh: human RAD51 strand exchange inhibitors, primary screen, biochemical, fluorescence | DNA repair protein RAD51 homolog 1 (Homo sapiens), Q06609 | hRad51 DNA strand exchange, fluorescence dequenching | inhibition, % at 10 µM | actives 0.085% (n = 200,000);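 active = inhibition above 40% at the single screening dose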;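 note: 0% = DMSO control wells and 100% = blanks with heterologous ssDNA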
Target sequence (Q06609 whole entry, looked up): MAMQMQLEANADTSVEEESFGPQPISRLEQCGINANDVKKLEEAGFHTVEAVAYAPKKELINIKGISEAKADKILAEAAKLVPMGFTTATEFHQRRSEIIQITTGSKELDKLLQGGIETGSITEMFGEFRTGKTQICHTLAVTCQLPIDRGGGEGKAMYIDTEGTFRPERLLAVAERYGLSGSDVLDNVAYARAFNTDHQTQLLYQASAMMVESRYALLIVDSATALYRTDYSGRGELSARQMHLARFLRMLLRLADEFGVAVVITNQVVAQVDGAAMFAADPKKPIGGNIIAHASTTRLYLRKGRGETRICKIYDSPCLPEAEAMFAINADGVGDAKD
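Material: human Rad51–ssDNA filaments; Probe or stimulus: labelled 47-mer dsDNA for strand exchange; Doses: single 10 µM dose; Incubation: 37 °C 15-min filament assembly, 30-min compound preincubation, 15-min exchange; Technique: FRET fluorescence dequenching, excitation 485 nm, emission 520 nm; Measure: Fluorescence-based percent inhibition, control- and blank-normalised; Benchmarks: plate control and blank wells.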
eIF4E 4G PPI: eIF4E–eIF4G protein interaction inhibitors, primary screen, biochemical, uHTS, TR-FRET, eIF4GI fragment; actives 0.37% (n = 220,000); inhibition, % at 21.7 µM; Eukaryotic translation initiation factor 4E (Mus musculus) + Eukaryotic translation …; TR-FRET eIF4E-eIF4GI(517-606) binding, 2 h; AID 782, 2007;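 active = inhibition above about 30%, limit read from the data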;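 note: 0% = full FRET control wells and 100% = background wells lacking eIF4GI fragment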
zVAD death inh: inhibitors of zVAD-triggered necroptosis, primary screen, L929 cells | L929 zVAD necroptosis rescue, ATP luminescence, 24 h; with zVAD 60 µM | viability rescue, % at 10 µM | actives 0.38% (n = 220,000) | AID 1377, 2008;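 active = activation, scaled between plate controls, above about 75%, limit read from the data; inactive = activation under that limit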;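 note: 0% = zVAD with DMSO and 100% = DMSO alone without zVAD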
* = called active by the depositor; i = inactive; . = no result given; [ ] = dose if it differs, or a comment.

mol	PERK inh	EBV gp42 block	Calpain2 inh	TNF death inh	MDM2 E3 inh	KCC2 mod	Rad51 HR inh	eIF4E 4G PPI	zVAD death inh
CCCCOc1ccc(C(=O)NCC2(c3ccc(OC)cc3)CCOCC2)cc1	0.5	1	0	0.7	-18	0.1	-6	-2[fluorescence artefact?]	0.1
CCOC(=O)c1cc2occc2n1CC(=O)NC1CCC(C)CC1 (stereo unspecified)	-0.7	-15	-12	-1.5	-43	.	-5	-20	0.0
CCCc1nc2c(nnn2Cc2ccccc2Cl)c(=O)[nH]1	0.4	0	27	-0.4	-6	-1.2	-3	-4	1.3
CC(C)Oc1ccc(C(=O)N/N=C/c2ccc(-c3ccc(S(=O)(=O)Nc4ncccn4)cc3)o2)cc1	0.4	-13	-446	-1.5	-8	-1.9	2	-7[fluorescence artefact?]	1.2
COc1cccc(NC(=O)COC(=O)c2nc3nccc(C)n3n2)c1	0.6	-9	-23	-0.3	0	-5.4*	6	-5	0.3
CNC(=S)Nc1cccc(C(=O)OC)c1	0.0	3	17	0.2	-14	0.1	-8	-1	-1.0
CC(=O)N[C@H]1C[C@@H]1c1ccccc1	1.5	-10	-7	-1.2	-11	-0.85	-4	-2	-0.3
COc1ccc(C(c2c(C)[nH]n(-c3ccccc3)c2=O)c2c(C)[nH]n(-c3ccccc3)c2=O)cc1OC	0.3	17	18	-1.2	-5	-0.69	-1	-3	0.0
CC(=O)Nc1ccc(NC(=O)c2cccc(C(=O)OC(C)C)n2)cc1	0.5	-4	-12	1.4	2	-0.088	-4	1	-0.3
CC(C)N(C(=O)C(F)(F)F)C(C(=O)NC1CCCCC1)c1ccncc1 (stereo unspecified)	-0.2	3	-13	0.0	-8	-0.51	-6	0	-0.3
Cc1cc(C)nc(SCc2nnc(SCC(=O)O)n2-c2ccccc2)n1	0.4	10	-11	-0.1	-5	1.2	18	-3	0.4
O=C(CC1SC(=Nc2ccccc2)N(CCCO)C1=O)Nc1ccc(Cl)cc1 (stereo unspecified)	-0.1	-2	2	4.3	-20	0.091	3	-3	4.7
CCNC(=S)N(Cc1ccc2c(c1)OCO2)C1CC(=O)N(c2ccc(F)cc2)C1=O (stereo unspecified)	-0.3	-12	-24	-1.0	-3	.	-1	4	0.6
CC1(C)CC2CC(C)(CN2/C=N/c2sc3c(c2C#N)CC(C)(C)NC3(C)C)C1 (stereo unspecified)	-1.8	-15	-19	-8.7	2	0.018	.	0	1.1
CCCCNC(=O)c1cc2c(=O)n3cccc(C)c3nc2n(CCN2CCOCC2)c1=N	-0.2	-8	i	2.6	-19	-0.08	.	8	-1.8
CC(=O)C(Sc1nc(NC(C)(C)C)nc(N(C)C)n1)C(C)=O	-0.2	-7	-31	-0.1	-23	-0.91	5	4	12
CN1c2ccccc2C(O)=C(C(=S)Nc2ccc(Cl)cc2)S1(=O)=O	0.4	-9	19	-5.4	-9	.	0	3	0.0
CCOc1ccc(NC(=O)CCS(=O)(=O)c2cccc3nsnc23)cc1	0.3	-5	10	-0.4	-3	0.6	-9	-4[fluorescence artefact?]	-1.1
N#Cc1c(N)nc2c(c1N)CC(C(F)(F)F)O2 (stereo unspecified)	0.6	-7	11	-1.0	-11	0.063	1	0	-1.0
CCn1nc(C)cc1C(=O)N1CCCC(CCC(=O)NCc2ccccc2F)C1 (stereo unspecified)	0.1	1	-20	0.7	-7	-0.0075	-10	-1	0.5
COC(=O)c1ccc(CSc2nc3ccc(S(=O)(=O)N4CCOCC4)cc3[nH]2)cc1	0.4	-8	2	0.2	-9	-0.62	3	0	0.3
N#Cc1cccc(NC(=O)C2SC(=Nc3ccccc3)C(C(=O)N3CCOCC3)=C2N)c1 (stereo unspecified)	0.0	0	-10	3.2	-4	-1	-2	12[fluorescence artefact?]	0.5
Oc1ccccc1C1=Nc2ncnn2C(c2ccccc2)C1 (stereo unspecified)	-0.1	14	6	-0.3	-6	-0.28	3	-2	-1.2
COc1ccc(C2CC(c3cccc(Cl)c3)n3nc(N)nc3N2)cc1 (stereo unspecified)	0.8	4	0	0.3	-3	0.8	-4	6	3.6
CC1CN(S(=O)(=O)c2ccc(NC(=O)CCN3C(=O)c4ccccc4C3=O)cc2)CC(C)O1 (stereo unspecified)	-0.3	-23	27	-1.9	-9	-3.9*	.	-4	0.5
Cc1cc(C)cc(OCc2nnc(SCC(=O)OC3CCCCC3)o2)c1	1.0	-3	20	-2.9	-10	.	2	11	0.2
CC1(C)CC(=O)C(C=NCC2CCN(C(=S)Nc3cccc(Cl)c3)CC2)=C(O)C1	-0.1	-19	17	0.4	-17	-0.28	.	-1	0.1
CC(C)NC(=O)c1ccccc1NC(=O)CCc1ccccc1	-0.4	5	10	0.0	-6	-0.099	3	2	-0.2
O=S(=O)(c1cccc(-c2csc(-c3ccccc3)n2)c1)N1CCOCC1	-0.9	-19	31	-0.5	-14	-2.7	4	-8	1.2
Nc1ccnc(C(F)(F)F)c1C(=O)c1ccccc1	-0.5	7	5	-2.3	-14	0.25	-3	1[fluorescence artefact?]	-0.2

4 entries already listed, sorted by formula weight, lowest first:
mol	PERK inh	EBV gp42 block	Calpain2 inh	TNF death inh	MDM2 E3 inh	KCC2 mod	Rad51 HR inh	eIF4E 4G PPI	zVAD death inh
Oc1ccccc1C1=Nc2ncnn2C(c2ccccc2)C1 (stereo unspecified)	-0.1	14	6	-0.3	-6	-0.28	3	-2	-1.2
COc1ccc(C2CC(c3cccc(Cl)c3)n3nc(N)nc3N2)cc1 (stereo unspecified)	0.8	4	0	0.3	-3	0.8	-4	6	3.6
Cc1cc(C)cc(OCc2nnc(SCC(=O)OC3CCCCC3)o2)c1	1.0	-3	20	-2.9	-10	.	2	11	0.2
N#Cc1cccc(NC(=O)C2SC(=Nc3ccccc3)C(C(=O)N3CCOCC3)=C2N)c1 (stereo unspecified)	0.0	0	-10	3.2	-4	-1	-2	12[fluorescence artefact?]	0.5

Other results follow.
mol	PERK inh	EBV gp42 block	Calpain2 inh	TNF death inh	MDM2 E3 inh	KCC2 mod	Rad51 HR inh	eIF4E 4G PPI	zVAD death inh
CCOC(=O)c1[nH]c2ccc(OC)cc2c1NC(=O)CCN1CCC(C)CC1	-0.9	-78	i	1.8	3	.	-3	.	-0.3
Cn1c(=O)c2ccccc2n(Cc2ccccc2F)c1=O	-1.1	-15	14	-2.5	-5	-0.38	1	-2	-1.1
CC(=O)Nc1ccc(S(=O)(=O)NCC(=O)OCc2ccccc2)cc1	0.2	0	5	-2.9	-5	-0.0017	6	16	0.4
CC1(C)NC(=O)N(CCCCOc2ccccc2[N+](=O)[O-])C1=O	0.6	-1	-23	-0.5	-18	0.21	5	-4	1.9
COC(=O)c1ccccc1NC(=O)C1CC(=O)N(c2ccccc2)C1 (stereo unspecified)	-1.8	-11	-23	-1.4	-3	0.011	2	5[fluorescence artefact?]	-0.2
CCOc1ccc(CCNC(=O)C(C)n2nc(C)n3c(cc4occc43)c2=O)cc1OCC (stereo unspecified)	-0.7	-5	-1	0.6	-12	0.0028	-9	2[fluorescence artefact?]	-0.3
COc1ccc(/C=C(\C#N)C(=O)OCC(=O)NC2CC2)cc1	0.0	-3	-7	-0.3	-4	0.56	-4	3	1.6
CCOC(=O)c1cc2c(nc1NC(=S)Nc1ccccc1)CC(C)(C)OC2	1.0	2	-13	1.6	0	-3	4	3	-0.3
CCN(CC)S(=O)(=O)c1ccc(NCC2COc3ccccc3O2)c([N+](=O)[O-])c1 (stereo unspecified)	-0.9	-8	12	3.8	0	-0.83	-4	1	4.8
CC1=NC(Nc2nc(C)c3ccccc3n2)=NC(C)(C)C1	-0.5	-20	-10	7.1	-17	-0.037	1	-9	0.6
COc1ccccc1NC(=O)CN(C)S(=O)(=O)c1ccc(F)cc1	0.2	-9	-23	-2.0	5	0.13	0	-3	0.9
COc1cc2nc(NCC3CCCO3)n3nc(-c4cccnc4)nc3c2cc1OC (stereo unspecified)	-1.0	2	-285	-11	-31	-1.3	.	1	2.4
N/C(=N\OC(=O)C1CCCCC1)c1ccccn1	1.6	-24	-5	-3.0	-23	.	-6	5[fluorescence artefact?]	0.2
CC(=O)c1ccccc1NC(=O)COC(=O)/C=C/c1ccc(C)o1	0.7	-9	-4	0.7	2	0.079	-7	-5	1.6
Cc1cc(C(=O)CSc2nnnn2-c2ccc(O)cc2)c(C)n1C	0.9	4	-15	0.6	0	0.0056	9	4	33
C=C(C)CN(CC)C(=O)CC1C(=O)NCCN1CC(C)(C)C (stereo unspecified)	1.8	-9	0	4.3	-101	-0.094	9	0	1.3
Cc1ccc(C(=O)N/N=C\C=C\c2ccc(Br)cc2)cn1	1.3	2	-7	0.3	-8	-0.97	16	1	1.2
CNCc1c(C)nn(-c2ccccc2)c1C	0.4	-2	23	0.2	0	0.14	-8	-2	-0.8
CCOC(=O)N/N=C(\C)c1ccc(-n2cnnn2)cc1	0.6	3	-17	0.7	1	1.5	-6	1	0.5
Cc1cc(C(=O)OCn2nnc3ccccc3c2=O)c(C)n1-c1ccccc1	-0.8	-13	20	-4.9	-13	-0.033	-4	-1	-0.3
Cc1nc(-c2ccc(S(=O)(=O)N3CCCN(CCc4ccccc4)CC3)s2)cs1	-0.8	-7	38	-2.1	-2	-0.76	3	-3	-0.3
O=C(CSc1nnc(-c2cccnc2)n1-c1ccccc1)Nc1ccccn1	-0.7	-3	-2	-1.9	-14	-0.55	9	-9	-0.4
O=C(NC1CCCCCCC1)c1cc(COc2ccc3ncccc3c2)on1	0.6	4	21	-6.3	-33	0.067	4	-1	76*
CC(c1nnc(SCC(=O)Nc2cccnc2Cl)n1-c1ccccc1)N(C)C (stereo unspecified)	-0.2	-10	-25	0.5	-11	0.37	-82	1	0.4
CCCCNC(=O)CCCCC(=O)N/N=C/c1cccc(Cl)c1	-0.1	-14	4	3.4	-11	0.16	.	-2	-0.6
COC(=O)C1=C(N)Oc2c(oc(CO)cc2=O)C1c1ccccc1F (stereo unspecified)	0.3	-5	-1	-0.4	-1	0.0062	-2	-2	-0.1
Cc1ccc(-c2nnc(-c3ccccc3)c(N3CCOCC3)n2)cc1	-0.9	-3	20	-3.4	-12	-0.53	-5	1	17
